VIM-2 inh: VIM-2 metallo-beta-lactamase inhibitors, primary screen, biochemical, epi-absorbance readout, Pseudomonas aeruginosa enzyme; purified VIM-2, nitrocefin hydrolysis, epi-absorbance fluorescence; inhibition, % at 5.6 µM; 290,000 tested, 0.89% active; AID 1527, 2009;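 active means inhibition above the mean of all tested compounds plus 3 SD, cutoff set per screening run, cut at about 7.5% in these data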;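 further: red hydrolysis product quenches plate fluorescence so inhibitors raise well fluorescence; 0% = enzyme with DMSO and 100% = DMSO without enzyme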
p-CIP stab down: p/CIP-EGFP fusion destabilizers, primary screen, fluorescence, F442A cells; AID 1984, 2009; 290,000 tested, 0.01% active; Q05BA5; decrease of EGFP signal, % at 10 µM; 16 h;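 active means EGFP signal decrease of at least 30% at 10 µM or well 3 SD below plate mean, unless failing retest; inactive means the rest, including hits failing retest or dose response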; further: some compounds called inactive have numbers as strong as hits; many of its hits are not listed in these tables
IDE cell activ: human IDE activators in live cells, primary screen, fluorescence polarization, HEK cells, FAbeta-B substrate. 340,000 tested, 0.073% active. Insulin-degrading enzyme (Homo sapiens), P14735. activation, % at 5.96 µM. FAbeta-B cleavage; 0% vehicle, 100% cell-free pure enzyme wells;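 active means activation above the mean of all tested compounds plus 3 SD, set per screening campaign, cut at about 17% in these data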
IMP-1 inhibitor: IMP-1 metallo-beta-lactamase inhibitors, primary screen, biochemical, epi-absorbance readout, Pseudomonas aeruginosa enzyme | purified IMP-1, nitrocefin hydrolysis, epi-absorbance fluorescence | metallo-beta-lactamase IMP-1 (Pseudomonas aeruginosa) | inhibition, % at 5.6 µM | 290,000 tested, 0.45% active;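 active means inhibition above the mean plus 3 SD of all compounds in the same screening run, cut at about 4.5% in these data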;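 further: 0% = IMP-1 with DMSO and 100% = DMSO wells lacking enzyme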
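Material – recombinant IMP-1 enzyme, purified · Amount – IMP-1 0.2 nM before substrate addition · Medium – HEPES buffer pH 7.1 with ZnSO4 and Brij 35 · Timing – 25 °C, 15 min preincubation, 25 min reaction · Measured by – plate fluorescence quenching by hydrolysis product, ex 480/em 530 nm · Read-out – percent enzyme inhibition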
UBC9 SUMO inh: inhibitors of in vitro SUMOylation cascade, primary screen, biochemical, HTRF, uHTS. HTRF SUMOylation assay, SAE1/SAE2 + UBC9. inhibition, % at 35 µM. 290,000 tested, 0.36% active; in the data active means inhibition above about 50%, passing the limit was not always enough; further: strong numbers were not always called active
Target sequence (P63279 whole entry, looked up): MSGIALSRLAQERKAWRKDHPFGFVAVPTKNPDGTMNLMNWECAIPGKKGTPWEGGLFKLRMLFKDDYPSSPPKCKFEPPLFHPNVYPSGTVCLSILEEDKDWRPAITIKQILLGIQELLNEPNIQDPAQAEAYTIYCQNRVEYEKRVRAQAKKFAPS
M18AAP inhibitor: PfM18AAP inhibitors, malaria aminopeptidase, primary screen, biochemical, QFRET, recombinant enzyme. M18 aspartyl aminopeptidase (Plasmodium falciparum 3D7). H-Glu-NHMec fluorogenic cleavage. inhibition, % at 7.35 µM. 290,000 tested, 1.2% active. AID 1822, 2009;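 active means inhibition above the campaign mean inhibition over all tested compounds plus 3 SD, cut at about 28% in these data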;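 further: 0% = plate median of test compound wells and 100% = 2 mM ZnCl2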
HCV NS3 hel inh: inhibitors of HCV NS3 helicase, primary screen, biochemical, Cy5 molecular beacon fluorescence | Hepatitis C virus NS3 helicase | NS3 helicase DNA unwinding | 290,000 tested, 0.56% active | inhibition, % at 10.9 µM;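 active means inhibition above the mean of all tested compounds plus 3 SD, set per campaign, cut at about 35% in these data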;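 further: 0% = DMSO wells and 100% = thioflavine S control wells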
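Compound dosing – single dose, 10.9 µM nominal final, DMSO 0.8% final · System – NS3 helicase fragment of HCV · Buffer or medium – MOPS pH 6.5, MgCl2, DTT, Tween20, BSA · Signal – Cy5 beacon fluorescence read at start and 1 h · Also added – annealed dual-labelled DNA beacon duplex, ATP-started · Schedule – 1 h at 25 °C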
FID counter: compounds displacing fluorescent DNA intercalator, primary screen, artefact control for HCV NS3 helicase inhibitor project, biochemical, FID fluorescence; DNA fluorescent intercalator displacement; inhibition, % at 7.9 µM; 290,000 tested, 0.17% active; in the data active means inhibition above about 37%;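 further: 0% = vehicle and 100% = reference compound; higher means more ethidium bromide displaced from hairpin DNA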
IDE cell inh: human IDE inhibitors in live cells, primary screen, fluorescence polarization, HEK cells, FAbetaB substrate; Insulin-degrading enzyme (Homo sapiens), P14735; FAbetaB cleavage; inhibition, % at 5.59 µM; 320,000 tested, 0.41% active;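 active means percent inhibition above the average of all tested compounds plus 3 SD, set per screening campaign, cut at about 16% in these data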;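 further: IDE supplied by intact live HEK cells; FP after avidin binding of uncleaved biotin substrate so inhibition keeps polarization high; 0% = DMSO wells and 100% = 60 µM reference IDE inhibitor Ii1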
Starred values were filed as active, the others as inactive; · = not tested or not shown.

SMILES | VIM-2 inh | p-CIP stab down | IDE cell activ | IMP-1 inhibitor | UBC9 SUMO inh | M18AAP inhibitor | HCV NS3 hel inh | FID counter | IDE cell inh
Clc1cccc(NC2=NCCC2)c1 | -2.6 | 4 | 4 | -2.6 | 7 | -2 | 4 | 0 | -1
O=C(Nc1ccccc1C(=O)NC(Cc1c[nH]c2ccccc12)C(=O)O)c1ccccc1 (stereo unspecified) | 1.8 | 1 | 2 | 0.4 | 18 | -12 | 40* | -24 | 7
CCOC(=O)C1CCCN(C(=O)c2cc3nc(-c4ccc5c(c4)OCO5)cc(C(F)(F)F)n3n2)C1 (stereo unspecified) | -1.1 | -18 | 1 | -1.3 | 14 | 0 | 4 | -2 | 2
Cc1ccn(CC(C)C(=O)O)n1 (stereo unspecified) | -0.3 | -3 | 3 | -0.7 | 23 | -2 | -1 | 4 | 2
O=C(Cc1ccccc1)Nc1ccc2oc(-c3cccnc3)nc2c1 | -0.6 | 0 | 1 | -4.5 | 24 | -3 | -7 | -25 | 1
Cc1c(Cl)cccc1NC(=S)N1CCC(N(C)CC2CCCO2)CC1 (stereo unspecified) | -0.6 | -1 | 9 | -2.2 | 14 | -3 | 2 | -2 | 3
Cc1cccc(C(=O)NCC(=O)N2CCOCC2)c1 | -2.9 | -9 | 3 | -2.0 | 1 | -6 | 6 | -8 | 1
CC1CCCCC1NC(=O)CN(C)S(=O)(=O)c1cccc2nsnc12 (stereo unspecified) | -1.3 | -1 | 2 | -2.7 | -9 | 2 | -2 | -6 | -3
O=C(Cc1ccccc1C(=O)O)Nc1cccc2ccccc12 | -3.5 | -11 | 6 | -2.4 | 9 | -5 | -13 | -11 | -1
N#CC1=C(N)N(c2ccc(Br)cc2)C2=C(C(=O)CCC2)C1c1cccnc1 (stereo unspecified) | -4.4 | 4 | -14 | -3.6 | 1 | 11 | 8 | -13 | 2
Cc1nn(-c2ccccc2)c(C)c1/C=N/NC(=O)c1cc(C2CC2)[nH]n1 | 0.5 | 4 | 2 | -2.5 | -15 | -2 | -2 | -12 | 4
O[C@@H](CNC[C@H](O)c1ccccc1)c1ccccc1 | -5.5 | 32 | 1 | -2.4 | -13 | 5 | -2 | 0 | 0
Cc1ccccc1OCCOc1ccc([N+](=O)[O-])cc1/C=N/n1cnnc1 | -0.6 | 5 | 6 | 0.7 | 12 | 7 | 9 | 12 | 5
C=CC1C(N2CCOCC2)C(C)(C)S1(=O)=O (stereo unspecified) | -2.8 | -2 | 5 | -2.3 | 1 | 1 | 7 | -2 | 2
CS/C(=C\[N+](=O)[O-])Nc1ccc(OC(F)(F)F)cc1 | -2.4 | -6 | 4 | -2.7 | 18 | 3 | 17 | 2 | 3
COCCOC(=O)C1=C(C)Nc2nc(C)nn2C1c1ccccc1 (stereo unspecified) | -2.1 | -2 | 7 | -2.8 | -5 | -2 | 0 | -8 | -3
COc1ccc(CC(=O)N2CCN(c3cccc(Cl)c3)CC2)cc1OC | -1.1 | -7 | 1 | -1.7 | 9 | 2 | 0 | -30 | 2
O=C1c2ccccc2C(O)N1c1ccc(Cl)cc1 (stereo unspecified) | 0.7 | -3 | 4 | -3.7 | -4 | -9 | 1 | 0 | -2
CC(=O)[C@H]1[C@@H]2C(=O)N(c3cccc(Cl)c3)C(=O)[C@@H]2[C@H]2c3ccccc3C=CN21 | 0.1 | -3 | -2 | -0.4 | 29 | -7 | 17 | -10 | 1
Cc1ccc(OCCNC(=O)c2cncc(Br)c2)cc1C | -3.2 | -28 | -3 | -3.1 | 29 | 5 | -2 | -21 | 2
CC(C(=O)O)C1SC(=O)NC1=O (stereo unspecified) | -2.2 | 3 | 3 | 1.7 | 16 | -4 | 1 | -8 | 3
CCc1nc(SCC(=O)N2CCOCC2)c2c(=O)n(C)c(=O)n(C)c2n1 | 0.7 | -8 | 7 | -1.8 | -2 | 3 | 0 | -8 | 2
Cc1ccc(S(=O)(=O)N2CCc3ccccc3C2)cc1C | -2.0 | -10 | -4 | -1.8 | 5 | -6 | -6 | -20 | ·
O=C(NCCOC(=O)c1ccncc1)c1ccccc1 | -2.4 | -8 | 5 | -1.9 | -12 | 1 | 3 | 0 | -4
COc1ccc(NC(=O)CN(C)Cc2cccs2)cc1Cl | -2.5 | -20 | 7 | -3.1 | 10 | -3 | -2 | -12 | -4
O=C(NCCc1cn2ccccc2n1)c1ccccc1F | -0.6 | 2 | -2 | -0.9 | 21 | 7 | -7 | 0 | 2
Cn1c(=O)c(-c2cc(Br)ccc2N)nc2ccccc21 | 0.2 | -9 | -3 | -2.9 | -7 | 7 | 3 | -1 | -2
Cc1c(NS(=O)(=O)c2ccc3c(c2)OCCO3)cccc1-c1nc2cccnc2s1 | -4.0 | -2 | 5 | -2.5 | 0 | -4 | -12 | -16 | 3
CC(=O)N1CCc2cc(S(=O)(=O)NCc3ccc(C)cc3)ccc21 | -1.2 | -9 | 1 | -3.2 | 2 | -1 | 15 | -20 | 5
CC1=CCC2C(=O)N(c3ccc(C(=O)N4CCCCCC4)cc3)C(=O)C2C1 (stereo unspecified) | -2.4 | -12 | 2 | 2.0 | 22 | -3 | 4 | -23 | 2
COc1ccc(CCNC(=O)CS(=O)(=O)c2cn(CC(=O)N3CCOCC3)c3ccccc23)cc1OC | -2.5 | -1 | -4 | -3.6 | 1 | 9 | 8 | -19 | 7
COC(=O)c1sc(-c2ccc(C(C)(C)C)cc2)cc1NC(=O)/C=C/C(=O)O | -1.4 | -13 | -2 | -3.5 | 18 | -8 | 36 | -27 | 8
COc1ccc2cc(C(=O)C3CCCN(C(=O)c4cc5nc(C)cc(C)n5n4)C3)ccc2c1 (stereo unspecified) | -2.5 | 0 | 2 | -2.2 | 24 | 1 | -11 | -21 | 2
O=C(NCc1ccccc1)C(c1ccccc1)N(C(=O)c1csnn1)c1ccccc1 (stereo unspecified) | -0.3 | -4 | 0 | -0.6 | 5 | -8 | -4 | -36 | -11
Cn1c(=O)c2cn3ncccc3c2n(C)c1=O | -1.2 | -3 | · | -1.6 | -2 | 4 | 1 | 4 | ·
O=C(Nc1ccc(Cl)c(Cl)c1)Nc1ccc([N+](=O)[O-])cn1 | -0.9 | 7 | -4 | 0.2 | -5 | 1 | 3 | 2 | 8

Just VIM-2 inh, for three of the compounds above:
Compound | VIM-2 inh
COc1ccc(CCNC(=O)CS(=O)(=O)c2cn(CC(=O)N3CCOCC3)c3ccccc23)cc1OC | -2.5
Cc1c(NS(=O)(=O)c2ccc3c(c2)OCCO3)cccc1-c1nc2cccnc2s1 | -4.0
COc1ccc2cc(C(=O)C3CCCN(C(=O)c4cc5nc(C)cc(C)n5n4)C3)ccc2c1 (stereo unspecified) | -2.5

Additional records follow:
SMILES | VIM-2 inh | p-CIP stab down | IDE cell activ | IMP-1 inhibitor | UBC9 SUMO inh | M18AAP inhibitor | HCV NS3 hel inh | FID counter | IDE cell inh
CC(=O)C1C(c2ccc([N+](=O)[O-])cc2)C2C(C)=NN=C2CC1(C)O (stereo unspecified) | -3.5 | -10 | -4 | -2.9 | -3 | 5 | 2 | -2 | 12
COc1ccc(CCN2CC(C(=O)NCCN3CCNC3=O)CCC2=O)cc1 (stereo unspecified) | -2.1 | -2 | 3 | -4.0 | 13 | 9 | 4 | -9 | 0
O=C(Nc1ccncc1)c1ccccc1Cl | 0.0 | -5 | 6 | -1.0 | 14 | -7 | 0 | -4 | 0
Cc1cnc(C(=O)OCC(=O)N2CCN(C(=O)c3ccco3)CC2)cn1 | 0.7 | -6 | 2 | -1.8 | -2 | 4 | 3 | 4 | -1
Cc1cc(N2CCc3ccccc32)n2ncnc2n1 | -0.4 | · | -2 | -4.0 | · | -6 | 8 | -8 | -3
O=C1C2C3C=CC(C4CC34)C2C(=O)N1c1nccs1 (stereo unspecified) | -1.0 | -1 | -2 | -2.1 | -7 | -5 | -6 | 3 | 1
CCOC(=O)c1c(N)sc2c1CCCC2=O | 3.9 | 17 | -1 | -0.3 | 7 | 13 | 26 | -10 | 6
COc1ccccc1NS(=O)(=O)c1cc(NC(=O)c2ccncc2)ccc1N1CCOCC1 | 1.4 | -6 | 3 | 1.6 | -4 | 15 | -14 | -10 | 1
Cc1sc2nc(CSc3nc4ccccc4c(=O)n3CCCN3CCOCC3)[nH]c(=O)c2c1C | -0.3 | -10 | -5 | 0.2 | 19 | -3 | -8 | -7 | 1
CCC(C)S(=O)(=O)c1snnc1C (stereo unspecified) | -3.0 | -4 | 1 | -2.0 | 9 | 3 | -1 | -1 | 2
COc1ccccc1-n1c(-c2cc(-c3ccco3)[nH]n2)n[nH]c1=S | 6.2 | -4 | 2 | -3.2 | -14 | 10 | 8 | -16 | 6
CCOc1ccc(C(=O)Nc2cccc3cccnc23)cc1 | 3.2 | -1 | 2 | 1.0 | 6 | 9 | 10 | -15 | -1
O=C(Cn1nnc(-c2ccccc2)n1)OCc1ccccc1 | -3.9 | 0 | 2 | -4.1 | 3 | 3 | -5 | -7 | -5
COc1ccc(CCNC2CC(=O)N(C)C2=O)cc1OC (stereo unspecified) | -1.7 | -2 | 2 | -2.3 | 7 | 1 | 1 | -10 | -3
COCCNCCCOc1ccc(C(C)(C)c2ccccc2)cc1 | -1.9 | 1 | 5 | -3.9 | -6 | 7 | -41 | 9 | -2
COc1cccc(CNC(=O)CNS(=O)(=O)c2ccc(Br)s2)c1 | 1.3 | -5 | 7 | -0.2 | -10 | -1 | 3 | -11 | 1
Cc1cccc(OCCC(=O)Nc2nnc(C)s2)c1 | 2.4 | -8 | 1 | -2.7 | 24 | -19 | -13 | -5 | 2
CC(C)CNC(=O)NC(=O)COC(=O)C1CSC2(c3ccc(F)cc3)CCC(=O)N12 (stereo unspecified) | 0.8 | -22 | 12 | -0.9 | -5 | 2 | -9 | -30 | -5
CC1CCc2nc(N)c(C#N)c(-c3ccncc3)c2C1 (stereo unspecified) | -1.5 | -19 | -5 | -3.5 | 18 | 3 | 2 | -8 | 7
COc1cc(/C=C(\C#N)c2nc3ccccc3s2)cc([N+](=O)[O-])c1O | -1.6 | -24 | 0 | -2.8 | 36 | 9 | 36 | -14 | ·
CCOC(=O)CNC=C(C(=O)OCC)C(=O)OCC | -1.8 | 1 | 2 | -1.9 | 4 | 2 | 9 | -2 | 6

Screening results deposited in PubChem BioAssay by several laboratories.
